# Arrestin-AP2 inh: blocks beta-arrestin peptide binding to AP2 adaptin | hit rate 0.31% among 340,000 | inhibition, % at 10 µM | FITC-arrestin peptide / GST-AP2 beads, flow cytometry; AP2 beta2 appendage carries R879A mutation;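 active means inhibition above a set limit, near 3 SD of compounds lacking own fluorescence, cut at about 54% in these data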;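 further: plate controls were DMSO wells for no effect and 5 µM unlabelled arrestin peptide for full effect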
#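 System: GST-AP2 R879A glutathione beads. Medium: PBS with 0.05% Tween 20 and 0.1% BSA. Also added: FITC-arrestin peptide, 50 nM. Incubation: 12 min plus 1 h, RT. Measured by: high-throughput flow cytometry of beads, ex 488, em 535 nm. Evaluation: percent drop in bead-associated FITC signal.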
# Cardiac RTF inh: cardiac RTF calcium desensitization; IANBD-labeled cardiac RTF, Ca2+ fluorescence; P19429+P45379; inhibition, % at 7.15 µM; hit rate 0.12% among 340,000;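 active means inhibition above the mean inhibition of all tested compounds plus 3 SD, cut at about 17% in these data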;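 further: assay run at fixed EC70 calcium of 1.6 mM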
# NSD2 inh: blocks human histone methyltransferase NSD2. O96028. NSD2 peptide methylation, AlphaScreen, 120 min. inhibition, % at 12.5 µM. hit rate 0.54% among 310,000. AID 743445; in the data active means inhibition above about 50%
# SR-BI DiI inh: mouse SR-BI HDL lipid transfer inhibition; ldlA[mSR-BI] CHO cells, DiI-HDL uptake fluorescence, 3 h; hit rate 0.96% among 320,000; inhibition, % at 12.5 µM; Q61009;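 active means mean replicate inhibition of at least 70% and a set share of replicates each scoring 70 or more; inconclusive means meets just one of the two criteria; inactive means fails both criteria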;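 further: 0% = median of neutral control wells and 100% = median of positive control wells; values of inactives mirror those of a sister screen read the other way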
# PvdQ inh: blocks Pseudomonas aeruginosa PvdQ acylase activity. hit rate 0.063% among 340,000. AID 488965. inhibition, % at 10 µM. purified PvdQ acylase, fluorescence plate reader; in the data active means inhibition above about 30%, passing the limit was not always enough; inconclusive means no clear call, values can overlap the other calls;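 further: 0% = vehicle neutral wells and 100% = reference inhibitor wells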
# Keap1-Nrf2 PPI: disrupts human Keap1 binding to Nrf2 peptide | Q14145 | Keap1 Kelch-Nrf2 peptide fluorescence polarization, 1536-well | inhibition, % at 9.4 µM | hit rate 0.15% among 340,000 | AID 504523; in the data active means inhibition above about 12%; inconclusive means no clear call, values can overlap the other calls; inactive means below about 7.3%;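 further: human Keap1 Kelch domain with fluorescein labeled Nrf2 9mer peptide probe; 0% = neutral control wells and 100% = peptide positive control; higher means more block of Keap1 binding to Nrf2 peptide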
# Target sequence (Q14145 whole entry, looked up, the tested form may be a part): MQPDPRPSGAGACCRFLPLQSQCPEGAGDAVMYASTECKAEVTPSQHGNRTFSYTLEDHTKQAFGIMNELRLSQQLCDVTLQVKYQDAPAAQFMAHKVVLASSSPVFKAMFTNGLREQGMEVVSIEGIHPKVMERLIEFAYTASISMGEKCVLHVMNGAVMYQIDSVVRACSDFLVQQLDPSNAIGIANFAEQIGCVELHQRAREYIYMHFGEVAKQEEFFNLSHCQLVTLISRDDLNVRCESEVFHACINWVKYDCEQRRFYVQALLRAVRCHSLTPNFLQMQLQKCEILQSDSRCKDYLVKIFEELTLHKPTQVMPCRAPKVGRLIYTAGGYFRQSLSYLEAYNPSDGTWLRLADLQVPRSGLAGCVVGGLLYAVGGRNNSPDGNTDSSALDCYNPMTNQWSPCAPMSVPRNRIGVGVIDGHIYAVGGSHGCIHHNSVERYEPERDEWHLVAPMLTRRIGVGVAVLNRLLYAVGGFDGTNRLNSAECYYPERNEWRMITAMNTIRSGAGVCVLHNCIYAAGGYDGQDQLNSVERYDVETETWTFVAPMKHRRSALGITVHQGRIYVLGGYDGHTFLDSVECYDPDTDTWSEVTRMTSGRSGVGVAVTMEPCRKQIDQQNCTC
# PKA-R2B activ: activators of human PKA-R2B complex; activation, % at 11.4 µM; hit rate 0.079% among 340,000; PKA-R2B holoenzyme dissociation, Cy5-IP20 fluorescence polarization; R2B truncated from residue 108, S112A mutant; 0% DMSO only, 100% 113 µM cGMP;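 active means activation above a cutoff set at the mean over all compounds plus 3 SD, cut at about 18% in these data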;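 further: higher means more holoenzyme dissociation and a rise in polarization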
# Target sequence (P31323 whole entry, looked up, other chains not shown, the tested form may be a part): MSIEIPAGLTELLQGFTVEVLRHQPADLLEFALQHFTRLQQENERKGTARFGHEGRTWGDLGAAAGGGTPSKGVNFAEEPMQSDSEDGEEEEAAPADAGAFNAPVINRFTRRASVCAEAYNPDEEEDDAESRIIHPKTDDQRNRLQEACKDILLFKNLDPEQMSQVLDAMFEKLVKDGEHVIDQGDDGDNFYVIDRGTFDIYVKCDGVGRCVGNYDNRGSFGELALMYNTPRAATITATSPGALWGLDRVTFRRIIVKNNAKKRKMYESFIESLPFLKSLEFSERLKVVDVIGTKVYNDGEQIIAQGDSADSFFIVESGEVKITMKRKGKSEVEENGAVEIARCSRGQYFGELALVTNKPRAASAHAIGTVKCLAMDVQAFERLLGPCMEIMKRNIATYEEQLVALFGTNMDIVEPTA
# DAGLB inh: blocks human DAGLB lipase activity. Q8NCG7. HEK293T DAGLB membrane lysate, EnzChek fluorogenic substrate. inhibition, % at 5.17 µM. hit rate 0.059% among 340,000; in the data active means inhibition above about 34%;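 further: 0% = enzyme with vehicle and 100% = wells lacking enzyme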
# SR-BI uptake up: SR-BI HDL lipid transfer activation | AID 504775 | hit rate 0.096% among 320,000 | CHO ldlA[mSR-BI] cells, DiI-HDL uptake fluorescence, 3 h; 100 = double the neutral-control signal | activation, % at 12.5 µM;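 active means mean replicate activation of at least 60% and every replicate at or above 60%; inconclusive means mean or all-replicate condition met, but not both; inactive means mean below 60% and not all replicates reaching 60%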;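 further: 0% = median plate neutral-control signal and 100% = twice that signal; values of inactives mirror those of a sister screen read the other way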
#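 System: CHO ldlA[mSR-BI] cells / Medium: HEPES-buffered (25 mM, pH 7.4) F12 plus 0.5% BSA / Probe or stimulus: labelled HDL, 10 µg/mL / Doses: single compound concentration, delivered by pin transfer / Schedule: 3 h, 37 °C / Measured by: DiI fluorescence, bottom read / Measure: cell-associated DiI fluorescence as measure of HDL uptake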
# LANA DNA inh: inhibitors of KSHV LANA C-terminal domain DNA binding; MBP-C-LANA/FAM-LBS DNA binding, fluorescence polarization; inhibition, % at 9 µM; hit rate 0.078% among 340,000; AID 504423;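 active means highest replicate inhibition at or above 60% at 9 µM, even if other replicates fall short; inactive means all replicates below 60% inhibition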;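 further: 0% = neutral control wells and 100% = 4 µM acridine orange control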
# Active calls of the source: *; ? = inconclusive; nt = not tested or not shown.
SMILES,Arrestin-AP2 inh,Cardiac RTF inh,NSD2 inh,SR-BI DiI inh,PvdQ inh,Keap1-Nrf2 PPI,PKA-R2B activ,DAGLB inh,SR-BI uptake up,LANA DNA inh
O=C(Nc1ccccc1C(=O)NCC1CCCO1)c1ccco1 (centres undefined),7,1,0,-2,-8,2,4,1,2,-1.3
COc1ccc(CCN(C)C2CCCN(C(=O)c3sccc3C)C2)cc1OC (centres undefined),47,-10,11,-4,7,-1,4,-1,4,0.9
CCc1nc(C)cn1S(=O)(=O)c1cc(Cl)c(OC)cc1Cl,-1,-20,4,-4,-5,-3,7,-1,4,-1.0
Cc1c(C(O)CN2CCC(C(N)=O)CC2)c2ccccc2n1C (centres undefined),1,-2,0,-10,-10,-2,1,-1,10,2.3
CCOC(=O)C1CCN(C(=O)CCc2nc3ccccc3[nH]2)CC1,23,3,0,-27,3,-3,0,-2,27,1.2
COc1cccc(CNC(=O)N2CCN(c3ccccc3)CC2)c1,4,-2,-4,-4,-12,1,-2,-8,4,0.3
COc1cc(/C=N/NC2=NS(=O)(=O)c3ccccc32)cc(OC)c1OC,-7,-2,21,2,5,-3,0,-1,-2,-0.8
CCCOc1ccc(-c2csc(N)n2)cc1[N+](=O)[O-],-4,-14,2,8,-8,-1,9,3,-8,-1.7
O=c1oc2ccccc2cc1-c1csc(NN=C2CCCCC2)n1,0,-1,-2,nt,-8,-5,-2,1,nt,0.3
COC(=O)c1c(C)nn(-c2ccccc2)c1N,-1,-7,nt,-9,-17,-2,-4,-3,9,0.6
COc1ccc(CCNC(=O)C(=O)NCc2ccc(C(C)C)cc2)cc1OC,15,-12,-4,18,-2,3,-3,2,-18,0.2
COc1ccc(/C=C/C(=O)c2ccc(O)cc2)cc1CN1CCOCC1,-3,-5,4,17,-2,-5,1,-1,-17,0.1
CC(C)(C)c1ccc(NC(=O)C(=O)C2C(=O)Nc3ccccc32)cc1 (centres undefined),46,2,0,1,0,-1,-8,0,-1,-0.7
Cc1ccc(NC(=O)c2c(C)noc2C)cc1S(=O)(=O)N1CCOCC1,-6,-1,-1,10,-12,-1,-8,-1,-10,-0.3
O=c1cc(CN2CCN(C/C=C/c3ccccc3)CC2)c2cc(O)ccc2o1,-6,-2,nt,38,10,-3,-12,-1,-38,-0.7
Clc1ccc(Nc2ccc(-n3ccnc3)nn2)cc1Cl,7,1,1,30,-5,-4,-6,1,-30,-1.6
COc1ccc(/C=C2/SC(=O)N(CCC(=O)Nc3ccccc3C(=O)O)C2=S)cc1,10,-6,16,-34,-9,-1,0,3,34,0.3
Cc1cccc(Nc2nnc(SCC(=O)Nc3ccccc3[N+](=O)[O-])s2)c1C,-11,-2,-1,-29,-9,0,-2,4,29,-1.4
CCOC(=O)N1CCN(c2c(NCC3CCCO3)c(=O)c2=O)CC1 (centres undefined),6,3,nt,-8,-1,-5,-2,1,8,0.3
CC(C)CNC(=O)c1ccccc1NC(=O)Nc1ccccc1,31,-7,-2,7,1,0,6,-3,-7,-4.3
Cc1cc2c(cc1S(=O)(=O)N1CCCCC1)OCC(=O)N2,-4,2,nt,-3,0,-3,-2,-1,3,2.2
Cc1cccc(OCCN2CSC(=S)N(C)C2)c1,-16,2,0,-18,-16,-3,-5,6,18,3.7
CC(=O)c1ccc([N+](=O)[O-])c(CS(=O)(=O)c2ccc(Cl)cc2)c1,33,1,-1,8,-1,-7,-2,1,-8,0.1
CN(C)c1ccc(NC(=O)CN2CCN(S(=O)(=O)c3cc(Cl)ccc3Cl)CC2)cc1,1,-10,6,26,-19,2,-8,0,-26,0.6
O=C(NNC1CC(=O)N(c2ccccc2)C1=O)c1ccccc1Cl (centres undefined),-1,3,-3,32,-3,3,1,3,-32,0.4
CNC(=O)c1nn(C)c(=O)[nH]c1=O,17,-4,0,4,3,-4,-6,2,-4,0.3
COc1cc2c(cc1OC)C(c1ccccc1Br)NC(=O)C2 (centres undefined),-8,-3,0,11,-16,-3,1,0,-11,0.4
O=C(NCCc1nnc2ccc(N3CCCCCC3)nn12)c1ccccc1,-5,-2,0,1,22,-2,4,-1,-1,-0.2
Cc1cc(/C=C2/NC(=O)N(c3ccccc3)C2=O)c(C)n1-c1cccnc1,-6,-18,2,7,4,-2,7,13,-7,-0.8
CCOC(=O)/C(C#N)=C\c1c(OCC)n(CC)c2ccccc12,-1,-1,1,44,-3,-6,2,-6,-44,-1.1
CCOc1ccccc1NC(=O)COC(=O)c1cnc(C)cn1,22,-9,-3,9,-3,-3,0,-2,-9,0.1
CCCCCC(=O)NNC(=O)Cc1ccc([N+](=O)[O-])cc1,8,-5,5,19,-6,2,-5,2,-19,0.4
CC1CCCC(NC(=O)CCNC(=O)c2ccc([N+](=O)[O-])cc2)C1C (centres undefined),-2,-5,-2,-8,5,-2,1,-1,8,1.2
NS(=O)(=O)c1ccc(CNC(=S)NCc2ccc(Cl)cc2)cc1,-48,-6,nt,0,13,-3,1,2,0,-1.7
COCc1cc(N2CCN(c3ccccc3F)CC2)nc(-c2ccccc2)n1,7,-15,7,80*,-17,1,-4,-10,-80,0.7
CC(=O)N1CCN=C1SCc1ccc(F)cc1,-3,-6,nt,nt,-11,-2,11,-2,nt,2.9
COc1ccccc1NC(=O)Nc1ccc2c(c1)nnn2C,-36,1,5,-18,4,2,-3,0,18,1.5
COC(=O)c1ccccc1NC(=O)c1cc2ccccc2o1,3,-1,-3,21,-4,-4,-14,-11,-21,1.6
Cc1cccc(NC(=O)CC2SC(=O)N(c3ccccc3)C2=O)c1 (centres undefined),23,6,-4,nt,-3,-8,1,16,nt,0.0
COc1cc(Cl)c(CN2CCCC(CO)(Cc3ccccc3)C2)cc1OC (centres undefined),-12,-1,2,2,-13,-1,6,-2,-2,-1.3
Cc1ccc(N(CCC#N)C(=O)COC(=O)C2CCN(c3ccc(C(F)(F)F)cn3)CC2)cc1,-21,-4,0,-9,-3,0,-8,0,9,-0.3
COc1ccc(C(=O)COC(=O)CNC(=O)c2cccc(OC(F)F)c2)cc1,-11,-4,-4,-32,3,-3,-8,-6,32,0.4
COc1ccc2sc(-c3ccc(SC)cc3)c(-c3ccc(O)cc3)c2c1,18,-2,nt,76*,2,2,-5,-10,-76,2.9
O=C(N/N=C/c1cc([N+](=O)[O-])ccc1Cl)c1ccc2nc[nH]c2c1,10,-8,0,29,-12,2,-10,2,-29,0.8
CCOC(=O)CC(C)(C)/C(C)=N/Nc1ccc([N+](=O)[O-])cc1[N+](=O)[O-],7,13,16,-6,6,-1,-10,-6,6,0.3
Cc1ccc(C)c(OCC(=O)N(C)CC(=O)Nc2ccc(Cl)c(C(F)(F)F)c2)c1,-2,-4,-1,7,7,-7,-12,-4,-7,0.3
COC(=O)c1c(C(=O)OC)c(-c2ccc(Br)cc2)n2c1CS(=O)C2 (centres undefined),1,2,-3,16,19,-1,0,0,-16,-3.6
Cc1nc(NC(=O)/C=C/c2ccccc2)sc1C(=O)Nc1ccccc1,1,-3,nt,76*,-8,-3,0,5,-76,-0.9
CCCC(c1nnnn1C(C)(C)C)N1CCN(C(=O)c2ccco2)CC1 (centres undefined),9,0,-4,-7,-9,-2,-2,-1,7,-1.7
CCC(=O)NC(=S)Nc1cccc(NC(=O)c2ccc(Cl)cc2Cl)c1,12,-11,2,81*,0,0,-4,-3,-81,-2.3
O=C(CN1C(=O)NC(Cc2c[nH]c3ccccc23)C1=O)Nc1cccc(S(=O)(=O)N2CCCC2)c1 (centres undefined),11,-9,1,28,-16,-3,-3,-1,-28,1.1
O=C(O)c1ccc(Sc2nnc3ccccn23)c([N+](=O)[O-])c1,0,3,-6,-31,-17,-7,5,2,31,-0.4
O=C(NCc1ccccc1)NCC12CC3CC(CC(C3)C1)C2,14,3,-2,-2,-4,-5,-9,-2,2,-1.3
CN(C)S(=O)(=O)c1cccc(NC(=O)CCc2nc3cc(S(=O)(=O)N4CCOCC4)ccc3n2C)c1,13,-7,-3,-5,7,2,3,-2,5,1.0
COc1cc(C(=O)NC(C)c2ccc(S(N)(=O)=O)cc2)ccc1OCC(=O)N1CCOCC1 (centres undefined),10,-4,-1,-33,-7,-5,3,1,33,1.9
Cc1ccc(C2CCN(C(=S)NC3CCCCC3)C2)cc1 (centres undefined),20,-10,5,0,-14,0,9,-2,0,0.1
COc1ccc(NC(=O)c2c(C)nn(Cc3ccccc3)c2Cl)cc1S(=O)(=O)N1CCOCC1,43,3,4,28,1,2,-4,-2,-28,-2.1
O=C(Nc1cccc2ccccc12)N1CCN(Cc2ccc3c(c2)OCO3)CC1,3,-3,4,36,15,-2,1,0,-36,5.0
N#Cc1cccc(NC(=O)CN2CCCCCC2)c1,-6,3,11,-25,-15,1,-4,0,25,0.2
CC(=O)c1c(C(C)=O)c(C)n(-c2nc(-c3ccc(Br)cc3)c(C)s2)c1C,24,3,3,?,1,-5,-11,-4,-70,-0.2

# Look-ups from the results shown:
# COc1ccc(CCNC(=O)C(=O)NCc2ccc(C(C)C)cc2)cc1OC @ LANA DNA inh: 0.2
# COc1ccc(/C=C/C(=O)c2ccc(O)cc2)cc1CN1CCOCC1 @ SR-BI DiI inh: 17

# Next part
SMILES,Arrestin-AP2 inh,Cardiac RTF inh,NSD2 inh,SR-BI DiI inh,PvdQ inh,Keap1-Nrf2 PPI,PKA-R2B activ,DAGLB inh,SR-BI uptake up,LANA DNA inh
CCCC(C(=O)Nc1ccc(S(=O)(=O)N2CCCC2)cc1)c1ccccc1 (centres undefined),11,-3,nt,-2,-10,1,-22,-1,2,-1.5
CCc1nc(CNC(=O)C2CCC(=O)N(CCc3cccc(F)c3)C2)no1 (centres undefined),-3,2,1,-10,-1,4,6,-5,10,-0.8
O=C(Oc1cccc([N+](=O)[O-])c1)c1cc(-c2ccccc2)nc2ccccc12,18,-4,-1,5,-10,4,-6,-4,-5,2.8
COc1ccc(NC(=O)CC2C(=O)Nc3ccccc3N2CC(=O)N2CCCC2)cc1 (centres undefined),-11,-3,-1,5,-12,-3,-5,0,-5,-0.4
COc1ccc(Cl)cc1NC(=O)COC(=O)Cc1cc(OC)c(OC)c(OC)c1,37,2,-3,30,2,-7,-5,-7,-30,0.6
